# Anthrax LF prot – Bacillus anthracis LF protease inhibitors, primary screen, biochemical, multiplex microsphere, MLPCN library; Lethal factor (Bacillus anthracis), P15917; multiplex microsphere protease cleavage assay; inhibition, % at 10 µM; 360,000 tested, 0.12% active; also: plate controls were buffer without enzyme for full effect and enzyme alone for no effect
# 3CLpro inhibitor – SARS-CoV 3CLpro protease inhibitors, primary screen, biochemical, quenched FRET. 290,000 tested, 0.14% active. Replicase polyprotein 1ab (Severe acute respiratory syndrome coronavirus), P0C6X7. AID 1706, 2009. recombinant SARS-CoV 3CLpro, quenched FRET peptide cleavage. inhibition, % at 6 µM; in the data active = inhibition above about 12%
# Yp Topo-I inh – Yersinia pestis topoisomerase I inhibitors, primary screen, biochemical, cleavage product accumulation, plate reader, single point | DNA topoisomerase I (Yersinia pestis CO92) | Y. pestis Topo-I cleavage product accumulation | activity, % at 10 µM | 360,000 tested, 0.064% active; in the data active = activity above about 50%, passing the limit was not always enough; also: inactives centre near 2
# TcdB GH inh – TcdB glycohydrolase inhibitors, primary screen, biochemical, single point, plate reader | Toxin B (Clostridioides difficile), P18177 | TcdB glycohydrolase enzymatic assay | inhibition, % at 9.99 µM | 350,000 tested, 0.24% active; in the data active = inhibition above about 10%
# BoNT A protease – BoNT/A light chain protease inhibitors, primary screen, biochemical, flow cytometry, MLPCN library; Botulinum neurotoxin type A light chain protease (Clostridium botulinum A str. ATCC 3502); multiplex microsphere protease substrate cleavage; inhibition, % at 10 µM; 360,000 tested, 0.17% active; AID 588499, 2011; also: plate controls were buffer without enzyme for full effect and enzyme alone for no effect
# SSB-PriA inh – inhibitors of Klebsiella pneumoniae PriA binding to SSB C-terminal tail, primary screen, biochemical, AlphaScreen | PriA–SSB C-terminal tail interaction (Klebsiella pneumoniae) | AlphaScreen SSBct-PriA binding, biotinylated peptide | inhibition, % at 33 µM | 430,000 tested, 0.6% active | AID 1272365, 2023; in the data active = inhibition mostly above about 37%, no sharp cut-off; inactive = mostly below about 20%;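 also: plate controls were negative control peptide for no effect and reference peptide for full effect; strong numbers were not always called active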
# Vc quorum ag – inducers of Vibrio cholerae quorum light production without autoinducers, primary screen, BH1578 luxS cqsA deficient, single point; 350,000 tested, 0.16% active; V. cholerae BH1578 lux reporter, luminescence, 6 h; AID 588436, 2011; activation, % at 18.7 µM; in the data active = activation mostly above about 9.7%, no sharp cut-off; also: not every result past the cut was called active; inactives centre near 0; reference of the scale not given here
# PrPC surface inh – inhibitors of human cell surface prion protein PrPC, primary screen, cell-based, TR-FRET; Major prion protein (Homo sapiens), P04156; TR-FRET read-out; inhibition, % at 13.8 µM; 370,000 tested, 0.43% active; AID 720596, 2013; in the data active = inhibition above about 24%; also: 0% = median of the test wells and 100% = reference compound wells
# PfHsp40 rescue – rescue of yeast from PfHsp40 toxicity, primary screen, S. cerevisiae, ATP luminescence | growth rescue, % at 12.5 µM | S. cerevisiae expressing PfHsp40, growth rescue | 340,000 tested, 0.68% active; in the data active = growth rescue above about 28%, passing the limit was not always enough;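 also: yeast W303a lacking pdr1 and pdr3 grown in galactose medium; growth measured after three days at 30 °C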
# Starred values were filed as active, the others as inactive; i = inactive; / = no result given. Rule as the data show it, unless noted: active = inhibition above about 30%; inconclusive = no clear call, values can overlap the other calls; inactive = below that. A portion of the library; rates above refer to the full screens.
item	smiles	Anthrax LF prot	Vc quorum ag	BoNT A protease	PrPC surface inh	Yp Topo-I inh	3CLpro inhibitor	SSB-PriA inh	TcdB GH inh	PfHsp40 rescue
1	COc1ccccc1NC(=O)CN1CCOCC1	-6	i	3.8	8	0	5	-7	-0.6	1.1
2	Cc1ccc(-c2nn(-c3cc(N4CCNCC4)ccc3[N+](=O)[O-])c(=O)c3ccccc23)cc1	-4	i	1.1	-15	-6	-2	31	-0.2	0.4
3	COC(=O)Nc1ccc(S(=O)(=O)N2CCC(C(=O)NCc3ccc4c(c3)OCO4)CC2)cc1	4	i	0.1	-9	16	/	-12	2.8	-0.5
4	O=C(Cc1ccccc1)Nc1ccccc1C(=O)N1CCCCC1	-5	i	-3.2	-2	11	0	-10	0.4	-0.2
5	O=c1[nH]c(SCCc2ccccc2)nc2c1CCC2	-2	-0.7	-0.3	3	11	/	/	6.0	/
6	CC1(C)C2CC[C@]3(C)C(CC=C4[C@@H]5C[C@@](C)(CO)CC[C@]5(C(=O)O)CC[C@]43C)[C@@]2(C)CC[C@@H]1O (stereo partly specified)	-2	-0.3	1.0	-4	8	/	-17	-0.9	/
7	O=C(COc1ccc(Br)cc1)Nc1cc(S(=O)(=O)N2CCCCC2)ccc1N1CCCCC1	-1	-3.3	-0.2	-3	2	4	-4	/	0.4
8	COc1cc(C(=O)N2CCN(S(=O)(=O)c3cc(C)ccc3C)CC2)ccc1OCC(=O)N1CCOCC1	-10	-0.9	-0.5	5	12	/	3	1.6	-0.3
9	CC(=O)c1nc(N2C(=O)C3CC=C(C)CC3C2=O)sc1C (stereo unspecified)	0	i	-0.1	38*	-5	-5	-10	/	-1.0
10	O=C(CCCOc1ccccc1)Nc1nncs1	12	-11	-0.7	-2	-3	0	1	/	-0.6
11	CCCC1CCC(=NNS(=O)(=O)c2ccc(C)c([N+](=O)[O-])c2)CC1 (stereo unspecified)	-1	-2.2	0.6	2	6	-4	12	-0.3	0.1
12	O=c1[nH]cc(S(=O)(=O)NCc2ccccc2)c(=O)[nH]1	2	-2.4	0.1	5	2	-6	-8	0.3	1.3
13	CC1(C)Oc2ccc3ccc(=O)oc3c2[C@@H](O)[C@@H]1O	-2	-0.7	-0.7	-2	-1	/	-1	1.7	0.2
14	Clc1cccc(Cl)c1CO/N=C/c1cccs1	-2	-0.9	-1.1	-7	-3	-9	i	0.0	0.0
15	COc1ccc(N)c(C)c1	2	-0.1	4.3	2	-1	/	32	-1.3	-0.6
16	N#CC1=C(N)Oc2n[nH]c(-c3ccccc3)c2C1c1ccncc1 (stereo unspecified)	0	i	0.0	1	2	3	-7	/	0.4
17	Nc1ccc2nc(-c3ccccc3)[nH]c2c1	-8	i	-0.8	7	6	-1	16	/	0.1
18	COc1ccc(-c2cn3c(C)c(C(=O)N4CCN(c5ccccc5)CC4)sc3n2)cc1	-3	-1.6	0.2	0	0	/	1	1.6	0.0
19	O=c1[nH]c(O)c(/C=C2\C=Nc3ccccc32)[nH]1	3	0.6	-1.7	-18	1	2	/	1.5	-1.7
20	COc1ccc(-c2nnc(SCc3nc4ccccc4s3)n2C(C)C)cc1	2	i	2.8	-2	19	2	-9	/	1.3

# Some of the entries so far, with values under each structure.
# Values in the order: Anthrax LF prot, Vc quorum ag, BoNT A protease, PrPC surface inh, Yp Topo-I inh, 3CLpro inhibitor, SSB-PriA inh, TcdB GH inh, PfHsp40 rescue
(18) COc1ccc(-c2cn3c(C)c(C(=O)N4CCN(c5ccccc5)CC4)sc3n2)cc1
  -3, -1.6, 0.2, 0, 0, /, 1, 1.6, 0.0
(11) CCCC1CCC(=NNS(=O)(=O)c2ccc(C)c([N+](=O)[O-])c2)CC1 (stereo unspecified)
  -1, -2.2, 0.6, 2, 6, -4, 12, -0.3, 0.1
(15) COc1ccc(N)c(C)c1
  2, -0.1, 4.3, 2, -1, /, 32, -1.3, -0.6

# An excerpt of these results, screen by screen:
5. O=c1[nH]c(SCCc2ccccc2)nc2c1CCC2
8. COc1cc(C(=O)N2CCN(S(=O)(=O)c3cc(C)ccc3C)CC2)ccc1OCC(=O)N1CCOCC1
6. CC1(C)C2CC[C@]3(C)C(CC=C4[C@@H]5C[C@@](C)(CO)CC[C@]5(C(=O)O)CC[C@]43C)[C@@]2(C)CC[C@@H]1O (stereo partly specified)
3. COC(=O)Nc1ccc(S(=O)(=O)N2CCC(C(=O)NCc3ccc4c(c3)OCO4)CC2)cc1
Compound | 5 | 8 | 6 | 3
Anthrax LF prot | -2 | -10 | -2 | 4
Vc quorum ag | -0.7 | -0.9 | -0.3 | i
BoNT A protease | -0.3 | -0.5 | 1.0 | 0.1
PrPC surface inh | 3 | 5 | -4 | -9
Yp Topo-I inh | 11 | 12 | 8 | 16
3CLpro inhibitor | / | / | / | /
SSB-PriA inh | / | 3 | -17 | -12
TcdB GH inh | 6.0 | 1.6 | -0.9 | 2.8
PfHsp40 rescue | / | -0.3 | / | -0.5

# More results.
item	smiles	Anthrax LF prot	Vc quorum ag	BoNT A protease	PrPC surface inh	Yp Topo-I inh	3CLpro inhibitor	SSB-PriA inh	TcdB GH inh	PfHsp40 rescue
21	CN(C(=O)c1cccc(C(=O)N(C)c2ccccc2)c1)c1ccccc1	-2	i	-1.6	4	4	-1	3	3.4	-0.7
22	N/C(=N\OC(=O)CC1CCCCC1)c1ccccn1	-6	-17	-1.3	4	0	0	/	1.5	-0.8
23	Cc1ccccc1NC(=O)NC1(C(=O)N2CCOCC2)CCCCC1	5	3.3	-0.8	7	1	-2	7	0.2	0.8
24	Cc1cc(NC(=O)CCC(=O)N(CC(=O)NCC2CCCO2)c2ccccc2)no1 (stereo unspecified)	5	-0.2	1.7	0	7	2	2	0.9	-0.4
25	CCCCOC(=O)C1CCCC(C(=O)OCCCC)N1 (stereo unspecified)	-3	-0.4	0.2	-6	8	-1	-18	/	-0.1
26	Cc1ccc(S(=O)(=O)Nc2nc3ccccc3nc2NCC2CCCO2)cc1C (stereo unspecified)	1	-0.6	-0.1	-2	21	7	-20	0.5	-1.4
27	C=CCNC(=O)NC(=O)CN1C(=O)NC(c2ccccc2)(c2ccccc2)C1=O	-6	i	-0.6	-10	17	-5	-2	0.9	0.4
28	Cn1c(=NC(=O)CS(=O)(=O)c2ccccc2)sc2ccccc21	-1	-1.4	3.6	2	4	/	8	-0.2	0.0
29	CCN(CC(=O)Nc1ccc(OC)cc1)C(=O)c1cc(-c2cccs2)nn1-c1ccccc1	/	i	/	14	24	/	-3	-5.2	0.2
30	O=C(CSc1ncnc2c1oc1ccccc12)NCC1CCCO1 (stereo unspecified)	2	-2.0	0.4	2	16	-3	-1	/	-0.1
31	CCC(C)c1ccccc1N1CC(C(=O)N2CCN(S(=O)(=O)c3cccc([N+](=O)[O-])c3)CC2)CC1=O (stereo unspecified)	-2	i	3.7	-16	3	/	11	0.3	/
32	O=C(Nn1c(=O)[nH]c2ccsc2c1=O)c1ccccc1	-8	i	16	-2	6	-4	-7	/	-0.9
33	CC(C)(C)[C@H]1COC(=O)[C@H](NC(=O)OCC2c3ccccc3-c3ccccc32)C/C=C\C[C@@H](CC(=O)N[C@H](CO)Cc2ccccc2)C(=O)N1	0	i	-0.5	-1	13	/	-2	0.5	-1.2
34	CCOC(=O)C1CCN(C(=O)c2cn(CCOC)c(=O)c3c2c2ccccc2n3C)CC1	-6	0.0	0.2	7	9	-3	-1	2.4	0.3
35	CC(=O)c1ccn(S(=O)(=O)c2ccc(Cl)cc2)c1	8	i	-0.2	0	3	-3	-5	-0.3	1.5
36	COc1ccc(-c2nc3ccccc3o2)cc1NC(=O)c1ccc(Br)o1	-1	i	-0.1	-4	14	4	-1	/	0.7
37	O=C(Nc1ccc(SC(F)F)cc1)C1=CC=CN2CCS(=O)(=O)N=C12	-2	-0.6	-0.4	-24	2	/	-7	0.0	2.1
38	O=C(CC1(O)C(=O)Nc2cc(Cl)cc(Cl)c21)c1ccncc1 (stereo unspecified)	-4	-0.6	0.8	-22	-1	-2	-6	/	-0.9
39	O=C(NCc1ccccn1)C(=O)NCC1OCCN1S(=O)(=O)c1ccc(F)cc1 (stereo unspecified)	0	1.2	-2.4	0	20	-3	0	3.2	33*
40	CCN(CC)C(=O)C1CCN(Cc2ccc(Br)cc2)CC1	-1	-0.6	-0.2	3	1	1	7	/	1.2

# The list goes on.
item	smiles	Anthrax LF prot	Vc quorum ag	BoNT A protease	PrPC surface inh	Yp Topo-I inh	3CLpro inhibitor	SSB-PriA inh	TcdB GH inh	PfHsp40 rescue
41	COc1ccc(C(=O)Nc2cccc(OC)c2)cc1	3	5.6	-0.2	2	7	-1	-11	4.5	-1.2
42	O=C(Nc1ccc(F)cc1)c1cccnc1Oc1ccccc1	4	0.6	-2.3	7	-3	-1	-33	-0.1	0.3
43	Cc1csc(C(C#N)C(=O)c2ccncc2)n1 (stereo unspecified)	0	i	0.5	4	-3	0	-7	/	0.2
44	COc1ccc(C(=O)NC2CCN(C(=S)Nc3cccc(C)c3)CC2)cc1	3	i	2.2	4	2	-3	9	0.5	-1.1
45	CCOc1ccccc1OCC(=O)Nc1cccc(S(=O)(=O)N2CCCCCC2)c1	0	i	1.5	-7	23	/	-23	0.9	-0.7
46	O=C(CCN1C(=O)C2C3CCC(C3)C2C1=O)OCC(=O)c1ccccc1 (stereo unspecified)	2	-0.1	-0.8	0	-5	-2	-17	2.1	0.6
47	CCOC(=O)CN1C(=O)N[C@@H](c2cccc(C(F)(F)F)c2)[C@@H](C(=O)OC)[C@H]1C	-5	i	-0.7	-1	-13	/	-30	1.5	-2.8
48	C[C@H](NC(=O)c1ccccc1)C(=O)N1CCC2(CC1)NCCc1[nH]cnc12	-1	-0.2	1.5	3	3	-3	4	2.0	-1.1
49	O=C(CC(O)c1ccncc1)c1ccccc1O (stereo unspecified)	-1	i	0.0	5	-3	/	-4	-15	-0.3
50	CC1(Cc2ccc(Cl)cc2)C(=O)Nc2c(Cl)ccc(Cl)c21 (stereo unspecified)	-5	-0.4	0.1	14	11	/	/	3.7	/
51	O=C(Nn1c(-c2ccncc2)nc2ccccc2c1=O)c1ccc([N+](=O)[O-])cc1Cl	-1	-0.3	0.3	-7	-5	-1	-6	1.3	-1.0
52	O=C(NCc1ccccn1)C(=O)NCC1OCCN1C(=O)c1ccc(Cl)cc1 (stereo unspecified)	4	i	2.9	-5	-1	-7	-13	0.9	0.0
53	COC(C/C=C/C(=O)[C@@H](C)OCc1ccccc1)OC	-2	-1.4	0.1	-1	4	/	-7	-7.0	-0.6
54	Cn1nnnc1SCC(=O)Nc1ccc(C(=O)N2CCN(Cc3ccccc3F)CC2)cc1	-2	-6.2	-0.2	-1	12	/	-4	1.5	-1.5
55	CCN(CC)C(=O)Cn1c(=O)n(CCCCCC(=O)Nc2ccccc2)c(=O)c2sccc21	1	-0.3	-0.6	-2	8	2	-9	0.1	-0.8
56	O=C1CSC(c2ccccc2)N1c1ccc(F)cc1F (stereo unspecified)	-12	-0.5	0.7	2	4	-1	0	0.0	-0.6
57	O=C(c1cc(-c2ccc(Cl)cc2)on1)N1CCOCC1	-2	-0.6	-3.1	4	0	-4	-4	-0.9	1.3
58	Cc1ccccc1SCc1noc(C(=O)NC(C)C)c1C(=O)O	-3	0.0	-1.1	-3	7	4	-14	3.6	-0.8
59	CC(NC(=O)c1ccc(Br)o1)c1ccccc1 (stereo unspecified)	2	0.3	0.0	7	0	3	-10	-11	1.6

# Results in sequence from the entries so far:
# Anthrax LF prot, nos. 47–56, in order: -5, -1, -1, -5, -1, 4, -2, -2, 1, -12
# SSB-PriA inh, nos. 47–56, in order: -30, 4, -4, /, -6, -13, -7, -4, -9, 0

# Bioassay records deposited in PubChem BioAssay by several laboratories.
